# Screens from PubChem.
# PKA-R2B activ: activates the human PKA-R2B holoenzyme complex. P22694+P31323. PKA-R2B holoenzyme dissociation, Cy5-IP20 fluorescence polarization; R2B truncated from residue 108, S112A mutant; 0% DMSO only, 100% 113 µM cGMP. activation, % at 11.4 µM. 340,000 compounds, 0.079% hits;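 active = activation above a cutoff set at the mean over all compounds plus 3 SD, cut at about 18% in these data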;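 also: higher means more holoenzyme dissociation and a rise in polarization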
# Target sequence (P31323 whole entry, looked up, other chains not shown, the tested form may be a part): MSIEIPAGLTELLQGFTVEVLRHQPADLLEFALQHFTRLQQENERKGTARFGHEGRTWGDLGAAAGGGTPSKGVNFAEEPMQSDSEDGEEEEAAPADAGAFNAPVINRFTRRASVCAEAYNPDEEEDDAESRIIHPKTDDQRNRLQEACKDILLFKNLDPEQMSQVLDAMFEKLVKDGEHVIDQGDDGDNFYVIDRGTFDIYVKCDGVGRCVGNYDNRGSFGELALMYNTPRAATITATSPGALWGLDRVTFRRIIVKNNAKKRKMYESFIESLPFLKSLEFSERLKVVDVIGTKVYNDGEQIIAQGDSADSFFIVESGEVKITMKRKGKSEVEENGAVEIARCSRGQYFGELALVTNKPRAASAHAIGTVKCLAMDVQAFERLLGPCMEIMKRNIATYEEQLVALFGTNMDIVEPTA
# PKA-R1A act: PKA-R1A complex activation | P00514+P68181 | PKA-R1A dissociation, Cy5-IP20 fluorescence polarization; scaled: DMSO 0%, 113 µM cGMP 100% | activation, % at 11.4 µM | 340,000 compounds, 0.083% hits;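 active = percent activation above the mean of all tested compounds plus 3 SD, cut at about 19% in these data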;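 also: higher means more PKAc released from R1A so a rise in polarization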
# phage Ecoli inh: E. coli growth loss with phage present | growth absorbance | inhibition, % at 11.9 µM | 360,000 compounds, 0.26% hits; in the data active = inhibition above about 11%
# * = called active by the depositor.
# Screens in order: PKA-R1A act, phage Ecoli inh, PKA-R2B activ
1: COC(=O)c1cc([N+](=O)[O-])c(C)c(C)n1
  -5, 4.3, -10
2: CC(C)(C)N(Cc1ccccc1)C(=O)COC(=O)Cn1[nH]c(=O)c2ccccc2c1=O
  1, 3.2, -7
3: Cc1cccc(CN(C)C[C@@H]2OCc3cnnn3CCCC(=O)N([C@H](C)CO)C[C@H]2C)c1
  -2, -0.6, -11
4: C[C@H]1CN([C@@H](C)CO)C(=O)CCCn2nncc2CO[C@@H]1CN(C)Cc1ccncc1
  2, 3.0, -5
5: CCCCNc1nc2c(c(=O)[nH]c(=O)n2C)n1CCCc1ccccc1
  7, 2.1, -5
6: Cc1nn(-c2ccccc2)nc1C(=O)Nc1cccc(C(=O)NC2CC2)c1
  -10, 0.5, 4
7: CCS(=O)(=O)C1C(=O)N(C)C(S(=O)(=O)CC)C(=O)N1C (stereo not drawn)
  4, 0.1, 10
8: Clc1ccc(NN(Cc2ccncc2)c2ccc(Cl)cc2)cc1
  -4, 3.2, 0
9: Cc1c(C(=O)/C=C/c2ccccc2F)c2cc(O)ccc2n1C
  3, 1.1, 2
10: COc1ccc(/C=C(/NC(=O)c2ccc(Br)o2)C(=O)Nc2cccc(C(=O)O)c2)cc1
  5, 1.6, 2
11: COc1ccc(N2CCN(CCCn3cnc4c(OC)ncnc43)CC2)cc1
  -4, 1.9, -9
12: CN(c1ccccc1)S(=O)(=O)c1ccc(C(=O)N2CCN(c3ccccc3)CC2)cc1
  -5, 3.8, -14
13: COc1ccc([C@H]2N[C@]3(CCCN(Cc4ccco4)C3=O)[C@H]3C(=O)N(Cc4ccccc4)C(=O)[C@@H]23)cc1
  -14, -0.1, -5
14: COc1ccc(Cl)cc1C(=O)OCC(=O)c1c(N)n(C)c(=O)n(C)c1=O
  13, 2.7, -2
15: COc1cccc(/C=C/C(=O)OCC(=O)Nc2ccc3c(c2)OCCO3)c1
  8, 0.4, 5
16: CN(N=Nc1ccccc1C(=O)O)C1CCCCC1
  4, -2.2, -4
17: COCCCn1c(SCC(=O)c2c(N)n(C3CC3)c(=O)[nH]c2=O)nnc1-c1ccccc1Cl
  7, 1.4, 10
18: O=C(NN=Cc1ccc2c(c1)CCC2)c1cccc([N+](=O)[O-])c1
  4, 2.1, -3
19: COc1ccc(NS(=O)(=O)c2cccc(C(=O)N3CCN(C/C=C/c4ccccc4)CC3)c2)cc1
  0, 1.2, 11
20: C[C@@H]1CCCCO[C@H](CN(C)Cc2ccc(C(=O)O)cc2)[C@H](C)CN([C@@H](C)CO)C(=O)c2cc(NC(=O)Nc3ccc(C(F)(F)F)cc3)ccc2O1
  11, 0.7, 2
21: Nc1nccc(N2CCCCC2)n1
  -2, 5.8, 2
22: COc1ccc(/C=C/C(=O)OCC(=O)NC2CCCCCC2)cc1
  -6, -0.2, -2
23: C[C@@H]1CN([C@@H](C)CO)S(=O)(=O)c2ccc(Br)cc2O[C@@H]1CN(C)Cc1cccnc1
  -6, 0.2, -1
24: Cn1c(-c2ccccc2)cc(=O)cc1-c1ccccc1
  -1, 1.6, 0
25: Cc1ccc(S(=O)(=O)NCc2cccc([N+](=O)[O-])c2)cc1
  -4, 2.5, -1
26: COc1ccc(-c2ccc(CN3C(CC(C)C)C(=O)N(Cc4cn(Cc5ccco5)nn4)CCS3(=O)=O)cc2)cc1 (stereo not drawn)
  -3, -1.0, -2
27: Cc1ccc(S(=O)(=O)N(C)C[C@H]2Oc3cc(Br)ccc3S(=O)(=O)N([C@H](C)CO)C[C@@H]2C)cc1
  1, 2.0, -10
28: CCCCN1C(=O)C(CC(=O)NCc2cccc3ccccc23)CC(C(=O)N2CCOCC2)=C1C (stereo not drawn)
  -15, 0.9, -2
29: O=C(Nc1ccc(S(=O)(=O)NC2=NCCCCC2)cc1)c1cccc(OC(F)F)c1
  -4, 4.6, -15
30: C#CCN(C[C@@H]1[C@@H](OC(=O)Nc2cccs2)[C@@H](OC(=O)Nc2cccs2)Cn2c(=O)n(CCCCCC)c(=O)n21)S(=O)(=O)c1ccc(C)cc1
  0, 0.6, -10

# For reference, part of the list above:
# Screens in order: PKA-R1A act, phage Ecoli inh, PKA-R2B activ
2: CC(C)(C)N(Cc1ccccc1)C(=O)COC(=O)Cn1[nH]c(=O)c2ccccc2c1=O
  1, 3.2, -7
3: Cc1cccc(CN(C)C[C@@H]2OCc3cnnn3CCCC(=O)N([C@H](C)CO)C[C@H]2C)c1
  -2, -0.6, -11
4: C[C@H]1CN([C@@H](C)CO)C(=O)CCCn2nncc2CO[C@@H]1CN(C)Cc1ccncc1
  2, 3.0, -5
5: CCCCNc1nc2c(c(=O)[nH]c(=O)n2C)n1CCCc1ccccc1
  7, 2.1, -5
6: Cc1nn(-c2ccccc2)nc1C(=O)Nc1cccc(C(=O)NC2CC2)c1
  -10, 0.5, 4

# Next entries.
# Screens in order: PKA-R1A act, phage Ecoli inh, PKA-R2B activ
31: C[C@H]1CN([C@@H](C)CO)C(=O)CCCn2nncc2CO[C@@H]1CN(C)C(=O)NC1CCCCC1
  3, 1.2, 5
32: COc1cc(C#N)ccc1OCC(=O)Nc1cccc(S(=O)(=O)N(C)c2ccccc2)c1
  -2, 1.6, -7
33: CN(CC(=O)Nc1cc(Cl)ccc1-n1cncn1)Cc1ccccc1N1CCOCC1
  -3, 0.0, -6
34: Cc1ccc(C)c(NC(=O)CN(C)C(=O)c2ccccn2)c1
  3, 0.6, 1
35: Cc1nnc(SCC(=O)NC2CCCCC2)n1-c1ccccc1
  1, -0.8, 4
36: COc1ccc(OC)c(CCNC(=O)Cc2ccc(NC(=O)C3=C(C)OCCS3)cc2)c1
  7, 2.4, 7
37: O=C(NCc1cccc(Cl)c1)c1ccc(S(=O)(=O)N2CCCCC2)cc1
  -4, 4.4, -1
38: Cc1ccc(S(=O)(=O)N2C[C@H]3[C@H]4C(=O)N(c5ccccc5)C(=O)[C@H]4C[C@H](OC(=O)Nc4cccs4)[C@@]3(O)C2)cc1
  -16, 0.3, -2
39: Cc1cnc2c(N)cc(C)c(C)c2c1
  2, 2.5, 5
40: O=S(=O)(c1cccc(C(F)(F)F)c1)N1c2ccccc2-n2cccc2C1c1cccnc1 (stereo not drawn)
  0, 3.0, 11
41: Cc1cccc(-n2ncc3c2CCCC3NC(=O)c2cccs2)c1C (stereo not drawn)
  10, 0.1, 9
42: COc1ccccc1Cn1c(=S)[nH]c2cc(C(=O)N3CCCC(C)C3)ccc2c1=O (stereo not drawn)
  5, 0.4, 2
43: COc1cccc(NC(=O)CCC2CCN(C(=O)C(OC)c3ccccc3)CC2)c1 (stereo not drawn)
  8, 3.8, -10
44: COc1ccc(CN2C(=O)C(CC(=O)NCC3CCCCC3)CC(C(=O)N3CCOCC3)=C2C)cc1 (stereo not drawn)
  -5, 1.2, -6
45: Cc1ccc(S(=O)(=O)N2CCOCC2)cc1C(=O)NCCCN1CCCC1=O
  6, 1.9, 7
46: C=CCC1(CC=C)CC(Cc2cnccn2)N(C(=O)OC(C)(C)C)C1 (stereo not drawn)
  5, 2.6, -12
47: COc1ccc(S(=O)(=O)Nc2cc3c4c(c2)CC(=O)N4CCC3)cc1OC
  0, 4.2, -4
48: CCCc1c(C)nc2scc(-c3ccc(Cl)cc3)n2c1=O
  3, 2.1, -3
49: Cc1ccc(-c2nc3ccc(Cl)cn3c2Cc2ccccc2)cc1
  -9, 0.1, 9
50: CCN1C(=O)[C@H]2[C@@H](c3ccc(C)cc3)N[C@]3(CCCN(Cc4ccc(OC)cc4)C3=O)[C@H]2C1=O
  -9, 1.2, -3
51: COC(=O)C[C@H]1C[C@H]2c3cc(NC(=O)Cc4ccncc4)ccc3O[C@H]2[C@@H](CO)O1
  -1, 0.0, 1
52: NC1=NC2OC(CO)C(O)C2O1 (stereo not drawn)
  11, 3.0, 2
53: COC(=O)c1cc(OC)c(OC)cc1NC(=O)CCN1C(=O)C2CCCCC2C1=O (stereo not drawn)
  9, 1.2, 7
54: C[C@H](CO)N1C[C@H](C)[C@@H](CN(C)C(=O)c2ccccc2)OCc2cnnn2CCCC1=O
  2, 1.2, 3
55: Cc1ccc([C@@H]2C[C@H]3[C@@H](CN2S(=O)(=O)c2ccc(Cl)cc2)C(=O)C[C@@H](c2ccccc2)N3S(=O)(=O)c2ccc(C)cc2)cc1
  6, 1.5, 7
56: O=C(Cc1ccccc1)CC(CC(=O)c1ccccc1)c1ccccc1 (stereo not drawn)
  1, 0.6, -2
57: CSc1ncnc2c1ncn2CCCNCCc1ccccn1
  -4, 1.0, -11
58: CC(C)CN(C(=O)COc1ccccc1C(=O)NCc1ccccc1)C1CCS(=O)(=O)C1 (stereo not drawn)
  4, 5.7, 3
59: CC1(C)CC(=O)C=C(c2ccc(COC(=O)c3ccccc3)cc2)C1=O
  0, -0.6, -5
60: COc1ccc(N2CSC(=S)N(c3ccc(OC)cc3)C2)cc1
  -1, 1.8, -1

# Next part, starting with the last 4 of the part before.
# Screens in order: PKA-R1A act, phage Ecoli inh, PKA-R2B activ
57: CSc1ncnc2c1ncn2CCCNCCc1ccccn1
  -4, 1.0, -11
58: CC(C)CN(C(=O)COc1ccccc1C(=O)NCc1ccccc1)C1CCS(=O)(=O)C1 (stereo not drawn)
  4, 5.7, 3
59: CC1(C)CC(=O)C=C(c2ccc(COC(=O)c3ccccc3)cc2)C1=O
  0, -0.6, -5
60: COc1ccc(N2CSC(=S)N(c3ccc(OC)cc3)C2)cc1
  -1, 1.8, -1
61: CC1CCCCC1NC(=O)CCn1c(=S)[nH]c2ccccc2c1=O (stereo not drawn)
  -3, 5.2, -1
62: CCCCN1C(=O)C(CC(=O)NCCc2ccccn2)CC(C(=O)N(C)C)=C1C (stereo not drawn)
  4, 1.3, 1
63: COc1cccc(C(=O)C(CCC#N)c2ccccc2)c1 (stereo not drawn)
  -3, 0.8, -6
64: N#Cc1c(NC(=O)COC(=O)C2=COCCO2)sc2c1CCCC2
  -10, 2.5, -8
65: COc1ccc([C@H]2C[C@@H](O)[C@H](n3cc(C4CC4)nn3)CN2C(=O)C2CCCCC2)cc1
  0, 1.8, -9
66: O=C(NCc1ccc(F)cc1)c1ccc(S(=O)(=O)N2CCCC2)cc1
  7, 4.2, -5
67: C#CCN(C[C@H]1[C@H](OC(=O)NC2CC2)[C@H](OC(=O)NC2CC2)C[C@H]2C(=O)N(c3ccccc3)C(=O)[C@@H]12)S(=O)(=O)c1ccc(C)cc1
  -2, 1.0, 5
68: COc1ccc(CN2C[C@H]3CON(C)[C@H]3C[C@H]2c2ccc(-c3cccc(F)c3)cc2)cc1
  -9, 0.4, -10
69: O=C1CCN(C(=O)Cc2ccccc2)c2ccccc21
  -6, 3.5, 2
70: CCOC(=O)N1CCN(CC(=O)Nc2nccs2)CC1
  5, 1.0, -7
71: CCCC(=O)N(Cc1cc2cc(OC)ccc2[nH]c1=O)c1ccc(OC)cc1
  5, 1.6, -14
72: COc1cccc(NC(=O)CN(C)C(=O)/C=C/c2ccc(S(=O)(=O)N3CCCCCC3)cc2)c1
  -1, 3.9, -4
73: C[C@H]1CN([C@@H](C)CO)S(=O)(=O)c2ccc(Br)cc2O[C@@H]1CN(C)C(=O)c1cccnc1
  -2, 4.2, 1
74: C[C@@H]1CN([C@@H](C)CO)C(=O)CCCn2nncc2CO[C@H]1CN(C)S(=O)(=O)c1ccc(Oc2ccccc2)nc1
  5, 0.2, -1
75: Cc1cccc(C)c1NC(=O)NS(=O)(=O)c1ccccc1
  9, -0.4, -10
76: CCOC(=O)c1c(CC(C)C)csc1NC(=O)COC(=O)c1cnc(C)cn1
  2, 0.8, -2
77: CCOc1ccccc1N1C(=O)CC(Sc2ccccc2N)C1=O (stereo not drawn)
  -7, 1.6, -5
78: COc1cccc(C#Cc2ccc3c(c2)O[C@H](CN(C)C)[C@@H](C)CN([C@@H](C)CO)S3(=O)=O)c1
  -1, 0.5, -6
79: CC1=C(C(=O)N(C)C)CC(CC(=O)NCc2cccs2)C(=O)N1CCC1=CCCCC1 (stereo not drawn)
  6, 2.6, 4
80: C[C@@H]1CN([C@H](C)CO)C(=O)CCCn2nncc2CO[C@H]1CN(C)Cc1ccc(C(F)(F)F)cc1
  -1, -1.2, 2
81: FC(F)(F)c1nc2nc(Cl)c(Cl)nc2[nH]1
  5, 3.5, -1
82: CNC(=O)c1ccsc1NC(=O)CS(=O)(=O)c1ccc(F)cc1
  -12, 0.9, -7
83: O=C(CN1c2cccc3cccc(c23)S1(=O)=O)NCc1ccccc1Cl
  -6, 2.8, -9
84: C[C@H](CO)N1C[C@H](C)[C@H](CN(C)Cc2ccccc2)Oc2ncc(Br)cc2C1=O
  5, 3.0, 3
85: CN(C(=O)COC(=O)c1cc([N+](=O)[O-])ccc1N1CCOCC1)C1CCCCC1
  2, 1.9, 2
86: COc1ccc(NS(=O)(=O)c2cc(N=Nc3c(O)[nH]c(=O)[nH]c3=O)ccc2OC)cc1Br
  1, 6.3, -4
87: Cc1ccc(S(=O)(=O)N(C)C[C@@H]2OCCCC[C@H](C)Oc3ccc(NC(=O)Nc4ccc(F)cc4)cc3C(=O)N([C@H](C)CO)C[C@H]2C)cc1
  -10, 1.6, -6
88: Cc1ccc(NC(=O)CNC(=O)C23CC4CC(CC(C4)C2)C3)nc1
  4, 6.5, 6
89: COc1ccccc1N(CC(=O)N1CCCCC1C)S(=O)(=O)c1ccc(Cl)cc1 (stereo not drawn)
  -2, 1.4, -3
90: COc1cccc(C#Cc2cnc3c(c2)C(=O)N([C@@H](C)CO)C[C@H](C)[C@H](CN(C)C(=O)C2CCC2)O3)c1
  -9, 3.1, -5
91: Cc1nn(CC(C)C)c(Cl)c1C(=O)NCC(C)(C)N1CCOCC1
  10, 5.4, -1

# Results in sequence from the list.
# PKA-R2B activ for entries 63–70, in order: -6, -8, -9, -5, 5, -10, 2, -7
# PKA-R1A act for entries 63–70, in order: -3, -10, 0, 7, -2, -9, -6, 5
# phage Ecoli inh for entries 63–70, in order: 0.8, 2.5, 1.8, 4.2, 1.0, 0.4, 3.5, 1.0

# Not all compounds are listed, so the mix of outcomes need not match the whole.
